GalR3 antag – blocks the human galanin receptor 3 | HEK293 GalR3-CNG cAMP membrane potential fluorescence; galR3 body fused to GalR1 C-terminus | AID 651719 | O60755 | inhibition, % at 3 µM | actives 0.44% (n = 360,000);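 active = inhibition above the screen-wide average plus 3 SD, cut at about 13% in these data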;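 note: forskolin and galanin both at EC90 stimulate the cells; cAMP rise reported by CNG channel membrane potential dye signal; 0% = forskolin plus galanin with DMSO and 100% = forskolin alone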
Target sequence (O60755 1-299 limits assumed): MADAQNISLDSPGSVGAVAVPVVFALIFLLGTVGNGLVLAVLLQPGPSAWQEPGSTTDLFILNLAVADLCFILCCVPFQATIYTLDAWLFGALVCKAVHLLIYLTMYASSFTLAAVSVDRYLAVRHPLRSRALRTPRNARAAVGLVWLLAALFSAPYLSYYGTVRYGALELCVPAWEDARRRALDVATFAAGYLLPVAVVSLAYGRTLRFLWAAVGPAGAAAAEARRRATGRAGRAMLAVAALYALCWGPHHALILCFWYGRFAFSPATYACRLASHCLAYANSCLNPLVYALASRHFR
SUMO HTRF inh – inhibitors of human SUMOylation (UBC9); P63279; HTRF SUMOylation assay, SAE1/SAE2 + UBC9, in vitro; inhibition, % at 35 µM; actives 0.36% (n = 290,000); AID 2006; in the data active = inhibition above about 50%, passing the limit was not always enough; note: strong numbers were not always called active
Target sequence (P63279 whole entry, looked up): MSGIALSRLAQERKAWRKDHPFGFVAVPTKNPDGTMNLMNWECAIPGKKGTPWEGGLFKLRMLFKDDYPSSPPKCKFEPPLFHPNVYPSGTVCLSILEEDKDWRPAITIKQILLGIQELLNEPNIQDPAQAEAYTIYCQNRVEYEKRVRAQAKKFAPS
VIM-2 inh – inhibitors of Pseudomonas aeruginosa VIM-2 metallo-beta-lactamase | purified VIM-2, nitrocefin hydrolysis, epi-absorbance fluorescence | inhibition, % at 5.6 µM | actives 0.89% (n = 290,000);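 active = inhibition above the mean of all tested compounds plus 3 SD, cutoff set per screening run, cut at about 7.5% in these data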;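 note: red hydrolysis product quenches plate fluorescence so inhibitors raise well fluorescence; 0% = enzyme with DMSO and 100% = DMSO without enzyme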
IDE cell activ – activators of human insulin-degrading enzyme in cells | actives 0.073% (n = 340,000) | activation, % at 5.96 µM | HEK cells, FAbeta-B cleavage, fluorescence polarization; 0% vehicle, 100% cell-free pure enzyme wells | AID 493087;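 active = activation above the mean of all tested compounds plus 3 SD, set per screening campaign, cut at about 17% in these data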
IDE cell inh – inhibits human insulin-degrading enzyme in HEK cells | P14735 | FAbetaB cleavage, fluorescence polarization | inhibition, % at 5.59 µM | actives 0.41% (n = 320,000);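 active = percent inhibition above the average of all tested compounds plus 3 SD, set per screening campaign, cut at about 16% in these data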;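 note: IDE supplied by intact live HEK cells; FP after avidin binding of uncleaved biotin substrate so inhibition keeps polarization high; 0% = DMSO wells and 100% = 60 µM reference IDE inhibitor Ii1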
CRFBP-R2 block – antagonists of CRF-binding protein/CRF-R2 receptor complex; HEK293 CRF-R2/CRF-BP, CRF-induced calcium fluorescence; inhibition, % at 11.8 µM; actives 0.59% (n = 350,000);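 active = inhibition of the ligand-induced calcium signal above about 50% at the single tested concentration, limit read from the data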
NS3 helicase inh – blocks Hepatitis C virus NS3 helicase unwinding; NS3 helicase DNA unwinding, Cy5 molecular beacon fluorescence; inhibition, % at 10.9 µM; actives 0.56% (n = 290,000); AID 1800;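 active = inhibition above the mean of all tested compounds plus 3 SD, set per campaign, cut at about 35% in these data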;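 note: 0% = DMSO wells and 100% = thioflavine S control wells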
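Compound dosing – single dose, 10.9 µM nominal final, DMSO 0.8% final · System – NS3 helicase fragment of HCV · Buffer or medium – MOPS pH 6.5, MgCl2, DTT, Tween20, BSA · Signal – Cy5 beacon fluorescence read at start and 1 h · Also added – annealed dual-labelled DNA beacon duplex, ATP-started · Schedule – 1 h at 25 °C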
pCIP destab – p/CIP protein destabilization; decrease of EGFP signal, % at 10 µM; actives 0.01% (n = 290,000); Q05BA5; F442A p/CIP-EGFP cells, EGFP fluorescence, 16 h; AID 1984;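 active = EGFP signal decrease of at least 30% at 10 µM or well 3 SD below plate mean, unless failing retest; inactive = the rest, including hits failing retest or dose response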; note: some compounds called inactive have numbers as strong as hits; many of its hits are not listed in these tables
IMP-1 inh – blocks Pseudomonas aeruginosa IMP-1 metallo-beta-lactamase. inhibition, % at 5.6 µM. purified IMP-1, nitrocefin hydrolysis, epi-absorbance fluorescence. actives 0.45% (n = 290,000). AID 1556;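 active = inhibition above the mean plus 3 SD of all compounds in the same screening run, cut at about 4.5% in these data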;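 note: 0% = IMP-1 with DMSO and 100% = DMSO wells lacking enzyme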
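System: Purified IMP-1 | Read-out basis: Percent enzyme inhibition | Controls: IMP-1 with DMSO as 0%, enzyme-free DMSO as 100% | Replicates: One well per compound | Doses: 5.6 µM nominal single concentration | Detection: Epi-absorbance fluorescence, 480 nm excitation, 530 nm emission | Incubation: 25 °C, 15 min preincubation, 25 min reaction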
Starred values were filed as active, the others as inactive; / = no result given.

structure	GalR3 antag	SUMO HTRF inh	VIM-2 inh	IDE cell activ	IDE cell inh	CRFBP-R2 block	NS3 helicase inh	pCIP destab	IMP-1 inh
COc1cccc(-c2nc(CS(=O)(=O)CC(=O)N3CCOCC3)c(C)o2)c1	3.0	14.3	-1.0	4.1	-0.7	-10.7	7.5	-6.7	-0.1
COc1ccc(CCNc2ccc(C)cc2)cc1	-0.9	6.5	-1.6	3.5	-4.4	5.5	-2.8	-6.5	-2.3
CN(CC(=O)Nc1cccc(F)c1)C(=O)CSc1ccccc1	-1.2	/	/	0.4	3.8	-8.8	/	/	/
CN1/C(=C/C=C(/C#N)C(N)=O)C(C)(C)c2ccccc21	-5.2	23.7	0.2	-3.1	2.7	-34.5	-5.7	-12.4	-1.2
Cn1nc(-c2ccccc2)c(CO)c1Sc1ccccc1	-8.4	1.4	-3.0	-0.5	1.6	-18.8	1.8	-13.0	-2.9
Cc1ccccc1NS(=O)(=O)c1ccc(C(=O)NCC(C)(C)N2CCOCC2)cc1	-5.4	/	/	-0.5	0.9	12.0	/	/	/
Cc1ccc2cc(C(c3nnnn3Cc3ccccc3)N3CCc4ccccc43)c(=O)[nH]c2c1 (stereo not drawn)	-7.8	25.6	0.1	-2.7	4.4	-23.6	-5.6	-4.2	-4.3
CCC(CC)CN1CCN=C1Nc1ccccc1	-11.2	/	/	5.2	5.7	-1.6	/	/	/
COC(=O)c1cc(OC)c(OC)cc1NC(=S)N1CCN(c2ccccc2)CC1	-5.9	-8.3	-2.3	-2.2	1.9	-11.9	-1.0	-3.7	-4.2
CN(C(=O)CC1C(=O)NCCN1Cc1ccc(F)cc1)C1CCOCC1 (stereo not drawn)	-1.3	12.2	-2.4	4.9	-2.5	-5.4	-8.8	-6.9	-2.9
O=C(COc1ccccc1)NNC(=O)c1cc2ccccc2o1	-10.5	0.0	-0.3	5.6	-1.3	-4.3	9.5	2.6	0.8
O=C(O)c1cccc(Cn2cc(Cl)cn2)c1	0.7	-7.3	-2.9	1.8	-2.7	46.8	5.2	3.0	-1.9
Cc1cc2nc(C(F)(F)F)[nH]c(=O)n2n1	0.4	12.1	-4.1	0.1	2.0	26.2	-3.2	-2.8	-2.2
Cc1ccc(C(=O)COC(=O)CCc2nc3ccccc3[nH]c2=O)cc1C	-5.8	-19.0	-0.2	4.2	3.2	-9.7	-5.5	-1.1	-4.7
Cc1ncc(C[n+]2csc(C)c2C)c(N)n1	-2.2	27.6	0.7	4.7	1.0	0.5	-1.2	-9.6	-1.3
COc1ccccc1N(C)S(=O)(=O)c1ccc(C(=O)OCC(=O)N(C(C)C)C(C)C)cc1	3.7	11.4	-1.9	4.9	9.0	8.1	6.9	-5.4	-0.8
Cn1cnnc1SCC(=O)NNC(=O)COc1ccc(Br)cc1	-6.0	2.1	-3.3	-5.0	4.1	-4.2	-1.7	-3.0	-3.4
CCC(OCC(O)CN1CCN(CCN2C(=O)c3cccc4cccc(c34)C2=O)CC1)c1ccccc1 (stereo not drawn)	-5.3	1.3	1.7	2.6	-0.3	4.9	-91.0	-0.4	-3.6
O=C(CNc1ccc(F)cc1Cl)Nc1cccc(S(=O)(=O)N2CCCCC2)c1	-4.5	/	/	1.6	1.8	5.6	/	/	/
O=C(NCc1ccccn1)C1CCN(Cc2cccc(OCc3ccccc3)c2)CC1	-5.0	-21.5	-1.1	-0.3	2.2	9.2	-3.2	-8.0	-1.0
O=[N+]([O-])c1cccc(-c2ccn[nH]2)c1	-4.2	32.9	-1.8	1.5	-8.6	4.7	10.8	-3.1	-2.6
CCN1CCN(c2ccc(NC(=O)COc3ccc(Cl)cc3C)cc2)CC1	-4.9	/	/	2.8	6.5	-6.0	/	/	/
COc1cc(NC(=O)CCc2nnc3ccc(N4CCCCC4)nn23)cc(OC)c1OC	4.4	1.4	-1.9	-0.8	9.5	-0.9	12.1	-3.8	-3.5
C=CCNc1oc(-c2cccs2)nc1C#N	-4.8	32.9	-2.6	8.0	4.5	-22.9	6.5	-22.3	-2.8
CC(=O)N1CCN(C(=O)CN2C(=O)NC(C)(c3ccc4ccccc4c3)C2=O)CC1 (stereo not drawn)	-1.9	/	/	3.8	-2.6	-5.3	/	/	/
Cc1ccc(NCC(=O)N/N=C\c2ccc([N+](=O)[O-])o2)cc1	-9.8	-21.7	-0.2	10.8	-1.8	11.1	15.2	-6.9	-2.5
COC(=O)c1ccc(/C=N/NC(=O)C2CC(=O)N(c3ccc(F)cc3)C2)cc1 (stereo not drawn)	-0.9	-2.3	-1.1	1.4	0.8	-20.0	3.1	-0.9	-1.7
CC1=NN(/C(=N\c2nnc(C)s2)Nc2ccccc2)[C@H](c2cccc3ccccc23)S1	-3.0	13.8	-2.6	0.1	-2.1	-55.6	-14.1	1.9	-3.1
Cc1cc(Cl)ccc1OCC(=O)NC(=S)Nc1ccc(Cl)cn1	-2.8	15.1	-3.4	3.0	/	-4.5	3.4	-16.9	-1.2
O=C(N/N=C/c1ccc(-c2ccccc2)o1)c1ccccc1O	1.8	31.0	-1.8	1.3	2.5	18.5	5.5	-4.2	-1.7
O=C(COc1ccccc1)NC1CCCc2ccccc21 (stereo not drawn)	0.8	-9.3	-1.9	0.0	-0.7	11.8	-4.5	-9.8	-1.6
O=c1c2c(-c3cccs3)csc2[nH]c(=S)n1-c1ccccc1	2.8	6.7	-4.2	-2.2	-3.5	9.8	19.4	0.8	-2.2
C=CCc1c(C)nc(C)nc1N/N=C/c1ccc(F)cc1	-2.5	5.7	-6.9	-4.2	2.3	8.5	-0.1	-7.9	-3.8
Nc1c(Cl)c(Cl)nc(C(=O)OCC(=O)N2CCCC2=O)c1Cl	-2.6	/	/	-1.9	3.0	-0.2	/	/	/
CCCCn1c(-c2cccnc2)nc2cc3[nH]c(=O)c(C(C)C)nc3cc21	-0.4	21.8	-1.7	1.2	-0.2	-1.9	1.4	-10.9	-3.0
COc1ccc(CC(=O)OC2CCCN(C)C2)cc1 (stereo not drawn)	-3.6	-7.8	-4.0	8.6	4.9	-59.4	6.5	0.1	-2.1
CCCCCCNC(=O)c1cn(CC)c2cc(N3CCN(C)CC3)c(F)cc2c1=O	-9.1	-10.0	0.6	2.3	4.2	-17.6	-57.5	-4.6	-4.8
COc1ccc(C(=O)/C=C2\Sc3ccccc3N2C)cc1	-4.3	7.9	3.4	/	-6.7	-4.0	1.2	-12.5	-2.9
Cc1[nH]c2ccccc2c1C(c1ccccn1)N1CCC(C(N)=O)CC1 (stereo not drawn)	-1.8	8.2	-3.0	1.9	1.8	29.5	4.5	2.9	0.6
Cc1csc(=O)n1CC(=O)OC(C)C(=O)Nc1ccc(F)c(F)c1F (stereo not drawn)	-1.5	/	/	-5.4	7.9	-3.7	/	/	/
CCOc1cc(-c2sc(Nc3cc(C)ccc3OC)n[n+]2-c2ccccc2)ccc1OC	-3.3	/	/	-0.6	-1.6	14.8	/	/	/
N#Cc1c2c(c(NCc3ccco3)n3c1nc1ccccc13)CCC2	3.2	10.2	6.3	-7.1	-2.7	13.0	4.0	-11.5	-4.5
Cc1ccc(OCC(=O)Nc2ccc(N3CCN(C(=O)c4ccco4)CC3)cc2)cc1C	-3.0	-6.5	-1.1	-3.5	4.4	4.0	-7.9	-18.0	0.0
CCCCCCCCCCCCN1[C@@H](CC(C)=O)c2cc(F)ccc2S1(=O)=O	-0.2	/	/	2.6	5.6	-0.5	/	/	/
COC(=O)Cc1[nH]nc2c1C(c1cc(OC)c(OC)c(OC)c1)C(C#N)=C(N)O2 (stereo not drawn)	2.1	-17.8	-1.9	-2.8	5.1	-10.7	-5.2	-7.1	-2.6
O=C(CSc1nnc2ccc(-c3ccccn3)nn12)NCC1CCCO1 (stereo not drawn)	-5.9	11.6	-0.7	5.3	2.3	3.0	7.2	-4.0	-0.1
COc1ccccc1NC(=O)CCN1C(=O)C2CC=CCC2C1=O (stereo not drawn)	-3.0	2.2	-1.4	2.6	-4.1	4.1	2.4	-6.6	0.7
C#CCOCCOCCOCCNc1nc(N2CCN(C(=O)[C@H](CO)n3cc([C@@H](N)C(C)C)nn3)CC2)nc(N2CCN(C(=O)[C@H](CCCCN)n3cc([C@@H](N)[C@H](C)CC)nn3)CC2)n1	-2.7	/	/	-0.2	1.5	1.4	/	/	/

Single records (already shown). Order of screens: GalR3 antag, SUMO HTRF inh, VIM-2 inh, IDE cell activ, IDE cell inh, CRFBP-R2 block, NS3 helicase inh, pCIP destab, IMP-1 inh
Cc1[nH]c2ccccc2c1C(c1ccccn1)N1CCC(C(N)=O)CC1 (stereo not drawn) is entered as -1.8, 8.2, -3.0, 1.9, 1.8, 29.5, 4.5, 2.9, 0.6
CCOc1cc(-c2sc(Nc3cc(C)ccc3OC)n[n+]2-c2ccccc2)ccc1OC is entered as -3.3, /, /, -0.6, -1.6, 14.8, /, /, /

Additional results
structure	GalR3 antag	SUMO HTRF inh	VIM-2 inh	IDE cell activ	IDE cell inh	CRFBP-R2 block	NS3 helicase inh	pCIP destab	IMP-1 inh
CCCCn1c(N)c(N(CCOC)C(=O)CSc2ccccc2C)c(=O)[nH]c1=O	-2.7	/	/	3.7	-0.8	-1.8	/	/	/
COc1ccc(N=CC2=C(O)c3ccccc3C2=O)c(OC)c1	-2.1	7.2	-1.6	0.2	-6.2	12.3	9.1	-15.3	-2.7
CCOc1ccc(C(=O)OCC(=O)NC2CCCC2)cc1OCC	-12.1	11.6	-1.6	0.9	2.6	9.8	6.0	-3.2	-2.2
CCCCOc1nc2ccccc2nc1C(C#N)S(=O)(=O)c1ccccc1 (stereo not drawn)	-1.7	7.0	-1.2	3.2	2.6	41.4	12.2	-9.1	0.4
Cc1ccc2occ(C(c3nnnn3Cc3ccccc3)N3CCOCC3)c(=O)c2c1 (stereo not drawn)	3.1	3.3	-0.5	-0.3	-5.5	-6.8	-0.1	-16.4	3.9
Cc1ccc(Cn2ccc(C3CC3)n2)cc1	-2.3	5.5	-2.3	7.0	-1.3	11.8	-17.4	-7.6	-1.3
CN(C)/C=C/C(=O)c1cc(N2CCOCC2)ccc1[N+](=O)[O-]	4.3	26.7	-1.7	2.5	-7.2	-2.8	6.2	-13.7	7.4*
COc1ccc(C(=S)N2CCCCCC2)cc1	12.7*	-4.3	-2.8	-2.8	-3.5	-12.5	4.8	-3.4	0.4
CN(C)CCOC(=O)/C(=C/c1cn(C)c2ccccc12)NC(=O)c1ccccc1	-2.6	9.0	-0.9	8.1	12.9	6.3	-11.7	-7.2	-1.0
NS(=O)(=O)c1ccc(CCNC(=O)c2cc(-c3ccc(Br)cc3)nc3ccccc23)cc1	-5.2	1.8	-0.2	3.7	-0.5	-12.5	-5.2	0.6	0.5

Source: PubChem BioAssay

An unsorted share of the library; overall some 3.2% were active at least once.
